RAD52 anneal inh = RAD52 (human) annealing inhibition | recombinant RAD52 DNA annealing, FRET fluorescence | hit rate 0.46% among 360,000 | inhibition, % at 18.7 µM | P43351;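 active = every replicate showing at least 50% inhibition; inconclusive = mean inhibition at least 50% but not in every replicate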
RAD54 branch = inhibitors of human RAD54 branch migration; RAD54 Holliday junction branch migration, FAM/BHQ fluorescence; inhibition, % at 10.4 µM; hit rate 0.14% among 360,000;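 active = mean normalized replicate activity at least 40 and at least half of replicates scoring 40 or more; inconclusive = only one of the two criteria met; inactive = mean below 40 and under half of replicates reaching 40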;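 also: 0% = median of neutral control wells and 100% = median of positive control wells; inhibitors cause a drop in the FAM fluorescence signal; in these data hits start at about 50%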
Target sequence (Q92698 whole entry, looked up): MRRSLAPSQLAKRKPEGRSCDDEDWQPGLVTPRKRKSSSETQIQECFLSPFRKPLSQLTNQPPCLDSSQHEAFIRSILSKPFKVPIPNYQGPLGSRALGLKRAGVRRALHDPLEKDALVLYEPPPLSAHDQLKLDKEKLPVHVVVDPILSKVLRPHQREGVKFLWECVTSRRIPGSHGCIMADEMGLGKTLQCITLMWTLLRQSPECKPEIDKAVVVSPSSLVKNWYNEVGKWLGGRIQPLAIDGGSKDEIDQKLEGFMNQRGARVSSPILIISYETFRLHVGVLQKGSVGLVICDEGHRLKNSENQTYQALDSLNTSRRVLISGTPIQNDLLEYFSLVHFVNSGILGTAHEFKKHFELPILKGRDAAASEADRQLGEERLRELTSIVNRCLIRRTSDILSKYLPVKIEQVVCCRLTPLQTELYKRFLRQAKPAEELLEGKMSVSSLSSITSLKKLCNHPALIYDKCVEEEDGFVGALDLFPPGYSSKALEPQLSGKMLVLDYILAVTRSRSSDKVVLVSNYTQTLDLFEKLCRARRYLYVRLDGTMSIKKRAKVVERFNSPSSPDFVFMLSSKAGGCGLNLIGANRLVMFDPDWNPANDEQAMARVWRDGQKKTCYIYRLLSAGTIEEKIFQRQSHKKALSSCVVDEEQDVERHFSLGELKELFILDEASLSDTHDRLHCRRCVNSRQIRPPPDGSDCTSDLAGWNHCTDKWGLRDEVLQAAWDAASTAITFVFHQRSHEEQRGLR
ARNT TACC3 PPI = disrupts binding between human ARNT and TACC3; Q9Y6A5; AlphaScreen His-ARNT PAS-B/GST-TACC3 binding, luminescence; TACC3 fragment carries E629A point mutation; inhibition, % at 9.99 µM; hit rate 0.66% among 390,000;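 active = mean inhibition of replicates at least 50% and at least half of replicates each reaching 50%; inconclusive = half or more replicates reach 50% but mean below 50%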;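 also: 0% = complete ARNT plus TACC3 wells and 100% = ARNT alone without TACC3; many hits fall short of the cut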
XiGFP reactiv = activators of X-chromosome reactivation in mouse fibroblasts; XiGFP mouse fibroblasts, % GFP-positive cells imaging, 3 d; cells co-treated with 5-aza-dC sensitizer; scaled so ellipticine positive control = 100%; activation, % at 7.58 µM; hit rate 0.055% among 360,000; AID 743238;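 active = mean normalized replicate activation at least 10% and every replicate at or above 10%; inconclusive = only one of the two criteria met; inactive = mean below 10% and not all replicates reach 10%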;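 also: 0% = median of on-plate neutral control wells and 100% = ellipticine 6 µM median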
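Schedule: 3 d treatment, 15 min room-temperature fixation; system: 68-5-11 XiGFP fibroblast line; buffer or medium: DMEM plus 5-aza-dC sensitizer; control set: ellipticine 6 µM positive control; compound: one concentration, pinned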
CFTR F508del cor = correctors of CFTR F508del function in bronchial epithelial cells | CFBE cells, YFP halide quenching; stimulated with forskolin plus potentiator P3; % fluorescence drop versus neutral controls | activity (quench increase), % at 7.58 µM | AID 720511 | hit rate 0.36% among 350,000;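 active = mean added fluorescence quench of at least 8% versus neutral control, with both replicates also reaching 8%; inconclusive = only one of the mean or replicate conditions met; inactive = mean below 8% and not both replicates reaching 8%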;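 also: cells transiently co-express mutant CFTR-F508del with the halide-sensitive YFP; corrector assay measuring rescue of mutant channel to the surface after 24 h compound exposure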
esBAF inh = SWI/SNF esBAF complex inhibition. mouse ES cells, Bmi1-luciferase knock-in reporter, 24 h; 100% = twice the neutral-well signal. reporter increase, % at 12.5 µM. hit rate 2% among 350,000; in the data active = activation above about 40%; inconclusive = no clear call, values can overlap the other calls;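 also: 0% = median of the plate's neutral control wells and 100% = double that signal; a rise in the Bmi1 reporter signal indicates esBAF inhibition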
ERAP1 inh = ERAP1 (human) enzyme inhibition. recombinant ERAP1, Leu-AMC fluorescence, 60 min. inhibition, % at 10.7 µM. hit rate 0.15% among 340,000;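 active = mean replicate inhibition of at least 30%, or all replicates individually reaching that 30% level; inactive = mean below 30% and not every replicate reaching it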;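 also: 0% = neutral control wells and 100% = L-leucinethiol positive control wells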
GSIS activator = GLuc luminescence reporter in INS-1E cells, primary screen for activators of glucose-dependent secretion of insulin | INS-1E GLuc reporter insulin secretion, 2-3 h | activation, % at 16.6 µM | hit rate 0.61% among 370,000;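 active = lowest replicate activation of at least 40%, so every replicate reaches that level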;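 also: 0% = median of neutral control wells and 100% = median of IBMX positive control wells; some compounds called inactive have numbers as strong as hits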
* hit, by the source's call; ? = inconclusive; . = no result given; & = joins results of further samples.

SMILES | RAD52 anneal inh | RAD54 branch | ARNT TACC3 PPI | XiGFP reactiv | CFTR F508del cor | esBAF inh | ERAP1 inh | GSIS activator
COc1cc(C(=O)N2CCN(C(=O)c3ccco3)CC2)c([N+](=O)[O-])cc1OC | -6.8 | . | -2.5 | -0.1 | -1.9 | . | -1.4 | 10.5
CCc1cccc(C)c1NC(=O)CCCn1c(=O)c2cccn2c2cccnc21 | -29.9 | -3.9 | -3.6 | 0.0 | -0.5 | 7.0 | 0.7 | 7.0
CO[C@H]1CN(C)C(=O)c2cc(NC(=O)C3CCOCC3)ccc2OC[C@@H](C)N(C)C[C@@H]1C | 12.8 | -2.6 | -7.7 | 0.5 | . | -4.2 | 0.3 | 13.1
O=S(=O)(c1ccccc1F)N1CCCCN2[C@H](CO)[C@H](c3ccc(-c4cncnc4)cc3)[C@H]2C1 | 2.1 | -2.4 | -6.0 | 0.4 | 0.1 | 0.0 | . | 15.4
COc1ccc(N2CCN(Cc3nnnn3C3CCCCC3)CC2)cc1 | -10.8 | -3.3 | . | 0.0 | 2.2 | -6.2 | -3.9 | 5.1
O=C(Nc1cccc(S(=O)(=O)N2CCCCC2)c1)[C@@H]1CCCN1S(=O)(=O)c1ccccc1C(F)(F)F | -13.3 | -6.4 | 0.8 | 0.2 | 2.3 | -3.3 | 0.6 | -16.7
CC(O)Cc1cn([C@@H](CCCCNC(=O)OC(C)(C)C)C(=O)N2CCN(C(=O)OC(C)(C)C)CC2)nn1 (stereo partly specified) | 0.7 | -1.6 | 16.0 | 0.0 | 0.8 | 2.4 | -1.1 | -8.2
CC(C)NC1CCC(Nc2ccnc3cc(Cl)ccc23)CC1 (stereo unspecified) | -20.2 | ? | -8.0 | 0.0 | 2.8 | -4.1 | -4.8 | 23.5
CC(C)CCc1noc(CN(C)CCC2CCOCC2)n1 | -9.0 | -7.3 | 1.7 | -0.3 | 1.1 | -1.5 | 5.1 | 2.6
O=C(CSc1nnc(CNC(=O)c2ccco2)o1)Nc1cccc(Cl)c1 | -6.6 | -1.6 | -54.8 | 0.3 | 2.3 | -8.9 | -7.7 | 0.4
Cc1cc(NC(=O)NCc2ccco2)ccc1NC(=O)NCc1ccco1 | -132.4 | 3.2 | -0.2 | 0.1 | 1.2 | -6.2 | -3.3 | -20.4
O=C(NC1CCCC1)[C@@H]1CCCN1C(=O)[C@H](Cc1cccnc1)NC(=O)N1CCOCC1 | -3.4 | . | . | 0.2 | 0.0 | . | 5.4 | .
C[C@@H]1CN([C@H](C)CO)S(=O)(=O)c2ccc(C#CC3(O)CCCC3)cc2O[C@H]1CN(C)C(=O)Nc1ccc(F)cc1 | -13.6 | 5.4 | -1.6 | -0.3 | 1.6 | -0.1 | -2.3 | -8.9
C[C@H]1CN([C@@H](C)CO)C(=O)c2cc(-c3ccncc3)cnc2O[C@H]1CN(C)S(=O)(=O)c1ccccc1 | -7.9 | -3.5 | -0.2 | -0.6 | 1.5 | 0.5 | 3.2 | -2.6
CCCN1C[C@@H](C)[C@H](OC)CN(C)C(=O)c2cc(NC(=O)NC3CCCCC3)ccc2OC[C@H]1C | 7.3 | -7.5 | 4.2 | -0.1 | 3.8 | 1.7 | 1.7 | -12.6
CC(C)N1C(=O)CCC1C(=O)O (stereo unspecified) | -8.1 | -5.5 | -5.6 | 0.0 | 0.8 | -1.5 | -0.3 | 3.3
O=C(c1cc2cc(Cl)ccc2o1)N1CCCC1 | -11.5 | 4.6 | -0.7 | 0.2 | 1.2 | 22.6 | -0.4 | -1.3
Cc1ccc(S(=O)(=O)Nc2ccc3c(c2)C(=O)N([C@@H](C)CO)C[C@H](C)[C@@H](CN(C)C(=O)Nc2ccc4c(c2)OCO4)OCCCC[C@H](C)O3)cc1 | -2.4 | 1.0 | 25.8 | 0.2 | -3.9 | 2.2 | 3.7 | -31.7
COc1ccc(CN(C)C[C@@H]2Oc3c(NC(=O)Nc4c(C)noc4C)cccc3C(=O)N([C@H](C)CO)C[C@@H]2C)cc1 | -0.6 | -8.9 | -12.1 | 0.0 | 2.0 | -2.5 | 0.9 | 3.8
CC(NC(=O)c1ccco1)C(c1cccs1)N1CCN(c2ccc(F)cc2)CC1 (stereo unspecified) | -8.0 | . | 30.7 | . | -1.0 | . | -2.9 | -1.1
O=C(C[C@H]1C/C=C\C[C@H](Cc2ccc(F)cc2)C(=O)O[C@@H](c2ccccc2)CNC1=O)N[C@@H](CO)Cc1ccccc1 | -16.5 | 4.2 | -2.0 | 0.0 | -0.3 | -1.6 | -2.5 | 15.0
C=CCN(CC=C)C(=O)COC(=O)c1n[nH]c2ccccc12 | -7.0 | . | -6.2 | 0.1 | 1.2 | . | -2.2 | 5.4
O=C(C1CCCO1)N1CCN(S(=O)(=O)c2ccccc2)CC1 (stereo unspecified) | -3.3 | . | 2.9 | . | -1.0 | . | 2.4 | 21.2
CN1C(=O)c2cc(NC(=O)c3ccccc3)ccc2OC[C@H]2O[C@H](CC(=O)NCC3CC3)CC[C@@H]21 | 0.4 | 4.0 | 4.0 | 0.5 | -2.8 | 0.6 | 3.3 | -2.5
CCCCNc1ccc2c(c1)OC[C@H](Cc1ccccc1)NS2(=O)=O | -19.2 | . | . | -0.1 | 0.1 | . | -6.4 | 6.3
SMILES | RAD52 anneal inh | RAD54 branch | ARNT TACC3 PPI | XiGFP reactiv | CFTR F508del cor | esBAF inh | ERAP1 inh | GSIS activator
Clc1nssc1=Nc1nncs1 | -81.6 | -14.0 | 35.8* | 0.1 | -1.7 | -0.2 | 3.2 | .
CSc1n[nH]c2nc3c(c(=O)n12)C1(CCCCC1)Cc1ccccc1-3 | 15.2 | -12.0 | -9.8 | 10.2 | -0.1 | . | 1.4 | -9.9
O=C(C[C@H]1CC[C@H](NC(=O)Nc2ccc(F)cc2)[C@H](CO)O1)NCc1cccc(F)c1 | 10.6 | -2.0 | 0.4 | 0.1 | 1.1 | -3.3 | 0.7 | 10.8
Cc1ccc(C2=NN(CC(=O)NCc3ccccn3)C(=O)CC2)cc1 | -15.4 | . | 10.8 | 0.0 | . | . | 4.6 | -3.2
COc1ccc(NC(=O)c2ccco2)c2ccccc12 | -24.7 | -3.4 | 2.5 | 0.0 | 1.3 | -0.7 | 1.0 | .
Cc1cc(C)c(Cn2cnc(-c3ccc([N+](=O)[O-])cc3)c2)c(C)c1 | -43.1 | -1.6 | 13.3 | . | -0.7 | -2.7 | 2.0 | 0.8
C[C@H]1CN([C@@H](C)CO)C(=O)c2cc(N(C)C)ccc2O[C@@H]1CN(C)Cc1ccncc1 | 8.6 | 8.5 | -4.7 | -1.1 | 2.9 | -5.2 | -2.1 | 35.3
COc1cccc(CC(=O)OCC(=O)NC(Cc2ccccc2)C(C)=O)c1 (stereo unspecified) | 1.0 | -4.7 | -4.5 | -0.1 | 2.1 | -3.7 | -1.9 | -4.9
Cc1ccc(C(=O)O)cc1NC(=O)CN1C(=O)C2C3c4ccccc4C(Br)(c4ccccc43)C2C1=O (stereo unspecified) | 4.7 | . | 0.8 | -0.1 | . | . | 1.8 | .
CCOc1ccc(NCc2nc3ccccc3n2CCOc2ccccc2)cc1 | . | 8.3 | 5.9 | 0.0 | -2.1 | 15.2 | . | -11.7
COc1cccc(C#CC2=CC(=O)CC(C)(C)C2)c1 | 0.6 | 1.3 | . | 1.1 | -1.2 | 133.6* | 1.3 | .
COc1cc(OC)cc(C(=O)NC(=S)NNC(=O)Cc2cccs2)c1 | -1.3 | -0.6 | . | 0.2 | . | -9.8 | -2.8 | 19.0
Cc1cc(C)c2c(c1)/C(=N/NC(=O)c1cc(C)oc1C)CCC2 | -3.3 | . | 2.2 | 0.2 | 1.3 | . | -4.4 | -7.5
COc1ccc(C=C(NC(=O)c2ccccc2)C(=O)O)cc1OC | -14.4 | . | -1.9 | -0.1 | -3.1 | . | -0.2 | 1.8
COc1ccc(CN(C)C[C@@H]2Oc3ccc(NS(=O)(=O)c4ccccc4)cc3C(=O)N([C@@H](C)CO)C[C@@H]2C)cc1 | -4.2 | -7.1 | -6.1 | -1.3 | -1.4 | -2.6 | 3.9 | 13.3
COc1ccc(/C=C2\SC(=S)N(CCC(=O)Nc3ccccn3)C2=O)cc1OC | -15.2 | 2.4 | -1.7 | 0.1 | 1.6 | -25.2 | -0.1 | 1.2
CC(C)NC(=O)N(C)C[C@@H]1OCc2cnnn2CCCC(=O)N([C@H](C)CO)C[C@@H]1C | -4.9&13.5 | 2.8 | 0.1 | -0.1&0.0 | 0.7&-3.6 | 4.6&3.3 | -1.9&0.4 | 21.8&4.6
Nc1[nH]c(C(=O)c2ccccc2)c(-c2ccc(F)cc2)c1C(=O)NCCc1c[nH]c2ccccc12 | -16.8 | . | . | 0.0 | 3.6 | . | -1.5 | -27.6
C[C@@H]1CN([C@H](C)CO)C(=O)c2cc(NC(=O)CCCCCC(=O)Nc3ccccc3N)ccc2O[C@@H]1CN(C)Cc1ccncc1 | -4.2 | -2.9 | 2.6 | -0.9 | -0.7 | 0.6 | -0.6 | 5.1
C/C=C/c1ccc([C@H]2[C@H](CO)N3C(=O)CN(C(=O)c4ccncc4)C[C@@H]23)cc1 | -8.9 | . | . | 0.0 | -0.8 | . | 5.2 | 21.0
COC(=O)C[C@@H]1CC[C@@H]2[C@@H](COc3ccc(NC(=O)Nc4cccc(Cl)c4)cc3C(=O)N2C)O1 | -50.0 | -1.7 | 8.3 | -0.1 | -2.0 | 4.1 | 3.5 | -9.1
CCn1c(N2CCN(S(=O)(=O)c3ccccc3)CC2)nc2ccccc21 | -7.1 | 1.3 | -2.0 | 0.0 | -1.0 | 1.8 | -3.2 | -9.7
CCCN(C)C[C@@H]1Oc2ncc(C#Cc3ccc(OC)c(OC)c3)cc2C(=O)N([C@H](C)CO)C[C@@H]1C | 18.8 | 9.5 | 1.5 | 0.4 | 0.1 | -1.1 | 2.5 | 9.3
O=C(Nc1cc(Cl)ccc1-n1cncn1)C1CC1 | -5.9 | 1.1 | -16.9 | 0.2 | 1.1 | . | 0.9 | 24.6
C[C@H]1CN([C@@H](C)CO)C(=O)Cc2cc(NC(=O)CCCCCC(=O)Nc3ccccc3N)ccc2O[C@H]1CN(C)Cc1ccc(Cl)c(Cl)c1 | -6.9 | -6.9 | -10.8 | 0.3 | 1.1 | -19.6 | -1.8 | 4.0
COc1ccc(S(=O)(=O)N(C)C[C@H]2Oc3ccc(NC(=O)C4CCCCC4)cc3C(=O)N([C@@H](C)CO)C[C@@H]2C)cc1 | 0.7 | 4.2 | -10.5 | -0.9 | -0.6 | 1.5 | 0.6 | -5.8
Cc1ccc(-c2ccc3c(c2)O[C@@H](CN(C)Cc2cncnc2)[C@H](C)CN([C@H](C)CO)S3(=O)=O)cc1 | -6.3 | 3.8 | 4.8 | -0.1 | -0.1 | 4.9 | -1.2 | -12.9
COc1cc(Cl)ccc1OCc1cc(C(=O)N(C)C2CC(C)(C)NC(C)(C)C2)no1 | -14.8 | -1.0 | -1.3 | -0.1 | 0.6 | 7.6 | -4.8 | 4.0
CCc1c(C)nc(Nc2nc(C)c3ccc(OC)cc3n2)[nH]c1=O | -12.8 | 15.9 | 50.7* | . | 1.3 | 23.2 | 2.1 | 0.1

Screening results from PubChem BioAssay.
